Screens deposited in PubChem by The Scripps Research Institute Molecular Screening Center.
MITF primary: MITF inhibitors, primary screen, biochemical, AlphaScreen, human; Microphthalmia-associated transcription factor (Homo sapiens), O75030; AlphaScreen MITF homodimerization, bead proximity signal; inhibition, % at 2.6 µM; 0.91% of 650,000 active; in the data active = inhibition above about 50%;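 note: 0% = vehicle wells with protein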
Target sequence (O75030 whole entry, looked up): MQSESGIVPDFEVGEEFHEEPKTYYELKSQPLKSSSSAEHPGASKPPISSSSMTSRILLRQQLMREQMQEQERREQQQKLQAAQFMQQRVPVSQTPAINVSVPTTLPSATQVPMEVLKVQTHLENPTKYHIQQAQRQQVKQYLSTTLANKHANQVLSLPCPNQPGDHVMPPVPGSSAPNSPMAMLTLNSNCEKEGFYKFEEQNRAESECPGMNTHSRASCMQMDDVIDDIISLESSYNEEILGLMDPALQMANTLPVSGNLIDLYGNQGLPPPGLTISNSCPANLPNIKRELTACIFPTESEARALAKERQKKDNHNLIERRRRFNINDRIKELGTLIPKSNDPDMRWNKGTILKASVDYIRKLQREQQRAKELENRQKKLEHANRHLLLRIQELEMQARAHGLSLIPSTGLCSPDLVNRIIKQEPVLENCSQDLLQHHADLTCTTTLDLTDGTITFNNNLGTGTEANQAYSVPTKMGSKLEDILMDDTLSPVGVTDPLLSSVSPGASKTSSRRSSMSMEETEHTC
FBW7 activator: FBW7 E3 ligase activators, primary screen, biochemical, AlphaScreen, human. F-box/WD repeat-containing protein 7 (Homo sapiens), Q969H0. AlphaScreen FBW7–phospho-cyclin E peptide binding, activator screen. normalized activity (activation), % at 26.1 µM. 0.13% of 650,000 active. AID 1259310, 2017; in the data active = normalized activity above about 1.9%;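 note: purified mutant Fbw7 with reduced substrate affinity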
GPR151 activ: activators of human GPR151, primary screen, cell-based, PathHunter beta-arrestin, luminescence. G-protein coupled receptor 151 (Homo sapiens), Q8TDV0. PathHunter beta-arrestin GPR151 cells. activation, % at 11.2 µM. 1% of 650,000 active; in the data active = activation above about 4.9%;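 note: 0% = median of compound wells and 100% = cells with positive control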
Target sequence (Q8TDV0 whole entry, looked up): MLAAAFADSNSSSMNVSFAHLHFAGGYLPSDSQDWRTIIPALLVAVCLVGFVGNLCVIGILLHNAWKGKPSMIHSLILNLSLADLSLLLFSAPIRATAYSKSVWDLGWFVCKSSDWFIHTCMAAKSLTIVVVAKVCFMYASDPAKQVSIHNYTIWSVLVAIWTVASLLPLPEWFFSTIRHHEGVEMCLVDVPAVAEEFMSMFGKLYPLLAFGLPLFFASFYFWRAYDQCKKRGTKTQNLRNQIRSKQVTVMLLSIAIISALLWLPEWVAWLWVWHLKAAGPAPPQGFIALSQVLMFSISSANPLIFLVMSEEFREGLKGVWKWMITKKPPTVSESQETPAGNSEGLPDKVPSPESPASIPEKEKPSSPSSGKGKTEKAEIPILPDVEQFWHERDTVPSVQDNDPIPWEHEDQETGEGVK
TEAD-YAP block: TEAD-YAP interaction inhibition, primary screen, TEAD-YAP interaction inhibitor project, luminescence, HEK-TIYL cells; TEAD-Gal4/YAP UAS-luciferase luminescence; inhibition, % at 9.12 µM; 1.4% of 640,000 active; in the data active = inhibition above about 32%;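 note: 0% = median of test compound wells and 100% = reference inhibitor wells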
Active calls of the source: *; & = joins results of further samples.

Each structure is followed by: MITF primary	FBW7 activator	GPR151 activ	TEAD-YAP block
> Cc1ccc(C2C(C(=O)c3ccco3)=C(O)C(=O)N2CCCN(C)C)cc1 (stereo unspecified)
→ -19	0.3	0.0	0
> COc1cc(Nc2ncc(C)c(NCCCN3CCCC3=O)n2)cc(OC)c1OC
→ -12	0.6	-1.6	-18
> CC(=O)c1ccc(NC(=O)c2cccc3c2C(=O)c2ccccc2-3)cc1
→ 10	0.1	0.9	-6
> S=C(Nc1ccccc1Cl)N(Cc1cccnc1)Cc1ccco1
→ -18	0.0	0.4	1
> CC(C)Cn1c(NCc2ccco2)nc2c1c(=O)[nH]c(=O)n2C
→ -8	-0.1	1.1	-5
> CS(=O)(=O)N1CCC(C(=O)Nc2ccccc2Oc2ccccc2)CC1
→ 7	0.6	0.0	9
> CCc1cccc(C)c1NC(=O)CSc1nnc(-c2ccco2)n1C
→ 14	0.6	-0.5	9
> COC(=O)C1=CN(Cc2ccc(Cl)cc2)C=C(C(=O)OC)C1c1ccsc1
→ -2	0.3	-0.6	-9
> Cc1ccc(-c2nc3cc(NC(=O)c4ccc([N+](=O)[O-])cc4)ccc3o2)cc1
→ -6	0.0	0.0	0
> CCOCCn1c(=NC(=O)C2=COCCO2)sc2cc(OC)ccc21
→ -7	0.0	0.4	-6
> Clc1ccc2c(c1)c(-c1ccccc1)nc1nnnn12
→ -16	0.1	-1.6	4
> CC(C)NC(=O)CSc1cn(CC(=O)N(C(C)C)C(C)C)c2ccccc12
→ 4	0.2	-2.5	3
> CCCC(=O)Nc1ccc(Cl)c(NC(=O)COc2ccc([N+](=O)[O-])cc2)c1
→ 0	-0.3	-1.0	0
> CCCCOC(=O)c1ccc(NC(=O)c2cccs2)cc1
→ 4	0.0	-3.0	-32
> CCC(C)NCCOCCOc1ccc(OC)cc1 (stereo unspecified)
→ 84*	0.5	-1.7	1
> O=Cc1cn(CCC(=O)O)nc1-c1cccc(Cl)c1
→ 17	0.5	-1.4	12
> CCOc1ccnc2c1c(=O)n(CC(=O)Nc1ccccc1)c(=O)n2C
→ 1	0.0	-0.7	-12
> C=CCn1c(-c2ccccc2)n[nH]c1=S
→ 16&3	0.1&0.1	1.0&0.9	-1&13
> CCOC(=O)c1cc(-c2ccc(F)cc2)n(CCC(=O)NC(C)(C)C)c1C
→ 0	0.0	-0.2	-5
> COc1ccc2nc(NC(=O)CN3C(=O)C4C5C=CC(C5)C4C3=O)sc2c1 (stereo unspecified)
→ 2	0.1	-0.1	-5
> Cc1ccc(-c2nc(SCC(=O)c3ccc(Cl)cc3)[nH]c(=O)c2C#N)cc1
→ -7	-0.2	0.9	-3
> O=c1oc2ccccc2c(O)c1C=Nc1ccc([N+](=O)[O-])cn1
→ 11	0.2	0.1	-1
> O=C(NCCOc1ccccc1)c1ccnc(Nc2ncccn2)c1
→ 0	0.1	0.0	-11
> COc1ccc(S(=O)(=O)N(CCc2ccccc2)CC(N)=O)cc1C
→ 11	0.0	0.3	-3
> COC(=O)c1ccc2c(=O)n(CCc3ccc(S(N)(=O)=O)cc3)c(SCc3ccc(Cl)cc3)nc2c1
→ 11	0.3	-0.2	8
> CCCCN(Cc1ccccc1)C(=O)Cn1cc(NC(=O)CCOc2ccccc2)cn1
→ -10	0.2	0.9	0
> COc1ccc(/C=N/n2c(-c3ccccc3)n[nH]c2=S)cc1
→ 0	-0.5	-0.2	4
> O=C(COc1cccc(Cl)c1)N/N=C\c1ccc(F)cc1
→ 3	0.9	0.7	12
> CN(CC(=O)O/N=C(\N)c1ccncc1)S(=O)(=O)c1ccccc1
→ -2	-0.3	0.5	-6
> Cc1ccc(NC(=O)CNc2ccc(C(F)(F)F)cc2[N+](=O)[O-])c(O)c1
→ -3	0.0	-0.9	6
> O=C(CNC(=S)N(Cc1cccs1)C1CCCC1)NCCc1ccc(Cl)cc1
→ 16	0.1	0.2	4
> CCCNc1nc(NCCCN2CCCC2=O)nc2cc(OC)c(OC)cc12
→ 33	0.0	1.0	3
> Cc1cccc(NC(=O)c2cc([N+](=O)[O-])ccc2NCc2cccnc2)n1
→ -1	-0.2	-0.1	-2
> COC(=O)C1=C(N)Oc2cc(C)n(C)c(=O)c2C1c1ccccc1F (stereo unspecified)
→ 9	-0.1	1.3	-8
> O=C1c2ccc3c4c(ccc(c24)C(=O)N1CCCCO)C(=O)N(CCCCO)C3=O
→ 35	-0.6	-1.1	79*
> COc1ccc(C(=O)Nn2c(-c3ccc(C)c(C)c3)nc3ccccc3c2=O)cc1
→ 3	0.1	-1.0	-1
> CC(=O)NCCc1ccc(S(N)(=O)=O)cc1
→ 4	-0.1	0.5	12
> CC(=O)c1ccc(NC(=O)Cn2cc(S(=O)(=O)Cc3ccccc3)c3ccccc32)cc1
→ -5	0.0	2.5	-7
> O=C(Cc1ccccc1)NCc1nnc2n1CCN(Cc1ccc3ncccc3c1)CC2
→ 5	-0.3	-1.6	3
> O=C(NCc1ccccc1F)c1ccc(N2CCC(NCC3CCCO3)CC2)cc1 (stereo unspecified)
→ -1	0.1	-1.3	1
> O=C(CN1CCN(c2ccc(O)cc2)CC1)Nc1ccccc1F
→ 4	0.4	2.6	1
> O=C(OCc1c(Cl)nc2sccn12)c1cc2c(s1)CCC2
→ 14	0.2	0.6	-4
> CN1C(=O)c2cccc3c(S(=O)(=O)Nc4ccc(O)c(C(=O)O)c4)ccc1c23
→ 0	0.0	0.2	5
> COC(=O)N/N=C/c1ccc(Br)s1
→ -5	-0.2	-1.0	-11
> O=C(CCCn1c(SCC(=O)N2CCN(c3ccccc3)CC2)nc2ccsc2c1=O)NCc1ccc2c(c1)OCO2
→ 13	0.4	0.1	11
> COc1ccc(S(=O)(=O)NCCC2=CCCCC2)cc1C
→ 1	-0.1	0.2	3
> O=C(COC(=O)C1CCC1)Nc1ccccc1
→ 11	0.0	-1.4	1
> CCOC(=O)COc1c(Cl)cc(/C=C2\NC(=O)N(Cc3ccc(Cl)cc3)C2=O)cc1OC
→ 0	0.0	-0.4	4
> CC(=O)Nc1ccc(Nc2nc(-c3ccccc3)nc3c2ncn3-c2ccccc2)cc1
→ -8	0.1	0.3	8
> Cc1cc(NCc2ccccc2)nc(-c2c(C)nn(C)c2C)n1
→ -7	0.1	1.0	-18

Profiles as entered above. Values in the order: MITF primary, FBW7 activator, GPR151 activ, TEAD-YAP block
O=C(OCc1c(Cl)nc2sccn12)c1cc2c(s1)CCC2 is entered as 14, 0.2, 0.6, -4
O=C(CCCn1c(SCC(=O)N2CCN(c3ccccc3)CC2)nc2ccsc2c1=O)NCc1ccc2c(c1)OCO2 is entered as 13, 0.4, 0.1, 11
COc1ccc(S(=O)(=O)NCCC2=CCCCC2)cc1C is entered as 1, -0.1, 0.2, 3
CN1C(=O)c2cccc3c(S(=O)(=O)Nc4ccc(O)c(C(=O)O)c4)ccc1c23 is entered as 0, 0.0, 0.2, 5
O=C(COC(=O)C1CCC1)Nc1ccccc1 is entered as 11, 0.0, -1.4, 1

Next part:
Each structure is followed by: MITF primary	FBW7 activator	GPR151 activ	TEAD-YAP block
> CC1CCN(Cc2nnnn2CCCC(=O)N(C)CCC2CCCCO2)CC1 (stereo unspecified)
→ 4	0.2	3.4	-8
> Cc1nc(NCc2nc(-c3ccccc3)cs2)sc1-c1ccn(C)n1
→ -7	-0.1	0.6	6
> CC(c1ccccc1)N1C(=O)C2C(C(=O)Nc3cccc(Cl)c3)C3C=CC2(O3)C1C(=O)NC1CCCCC1 (stereo unspecified)
→ -2	-0.2	-0.7	-12
> NC(=O)Cc1ccc(OC(=O)c2cccnc2C(F)(F)F)cc1
→ -4	0.0	0.9	1
> COc1cc(/C=N/n2cnnc2)cc(OC)c1O
→ 13	0.0	-1.7	-3
> O=C(Nc1ccc(CN2CCCCC2)cc1)c1ccc(Br)o1
→ 0	0.1	1.2	-20
> Cc1cc(C)nc(N2CCC(N(CC3CC3)S(C)(=O)=O)CC2)n1
→ -5	-0.2	0.6	7
> COc1ccc(NC(=O)CSc2nc3n[nH]c(C)c3c(=N)n2-c2ccc(C)cc2)c(OC)c1
→ -5	0.1	0.6	-4
> Cc1cccc(OCCCC(=O)Nc2ccc(S(=O)(=O)Nc3ncccn3)cc2)c1
→ 5	-0.3	-1.2	-2
> CCOCCOC(=O)C1=C(C)NC(=O)NC1c1cc(OC)c(O)c(OC)c1 (stereo unspecified)
→ -1	-0.1	-1.2	6
> CC(NC(=O)CCSCc1ccccc1F)c1ccccc1 (stereo unspecified)
→ 59*	0.4	-1.6	-27
> COc1ccc(CNc2ccc(S(N)(=O)=O)cc2)cc1OC
→ -4	-0.1	-2.0	-6
> S=C(Nc1ccc2c(c1)OCO2)Nc1cnccn1
→ 9	-0.1	5.6*	-25
> Cc1ccc(OCc2ccc(C(=O)Nc3cccc(C)c3)cc2)cc1
→ 8	0.1	1.2	0
> CCc1ccc2nc(N3CCC(C(=O)NCCC4=CCCCC4)CC3)sc2c1
→ -3	-0.1	-1.6	-4
> Nc1nc(Oc2ccc(F)cc2)cc(=O)[nH]1
→ -10	0.1	-0.2	3
> Cc1ccc(/C=C2/C(=O)NC(=O)N(c3cccc(Cl)c3)C2=O)s1
→ 3	0.0	-0.8	1
> O=C1CC(c2c(F)cccc2Cl)c2ccc3ccccc3c2N1 (stereo unspecified)
→ -12	0.0	-0.2	-2
> COC(=O)c1ccc(NC(=O)CSc2nn3c(SCC(=O)Nc4ccc(C(=O)OC)cc4)nnc3s2)cc1
→ -1	0.1	0.0	2
> COc1ccccc1CCNCc1c(C(=O)N2C[C@@H](C)O[C@@H](C)C2)nc2sccn12
→ 8	0.0	0.4	3
> CCOC(=O)N1CCN(C(=O)c2cc(C(c3ccccc3)c3ccccc3)no2)CC1
→ -3	-0.1	1.6	-38
> Cc1ccc(CNC(=O)c2cnc(-c3ccccn3)nc2C(F)(F)F)cc1
→ -12	-0.2	-2.4	3
> COc1ccc(S(=O)(=O)N2CC(O)CC2C(=O)Nc2cccnc2)cc1 (stereo unspecified)
→ 2	0.1	0.5	10
> CN(C)c1ccc(-c2nc3c[n+](CC(N)=O)ccn3c2NC2CCCCC2)cc1
→ 9	-0.5	-0.8	6
> CCOC(=O)CCSc1nnc(-c2ccc(O)cc2)n1CC
→ -16	-0.1	0.7	13
> CC(C)(C)C1=CC(=O)C(N(CCO)CCO)=CC1=O
→ -5	-0.1	-0.1	-6
> Cc1cc(C)c(C#N)c(SCC(=O)NCC(=O)O)n1
→ 7	0.2	-0.2	5
> Cc1ccc(CNc2cc(C)nc3nncn23)cc1
→ 4	0.5	0.0	24
> O=C(Cc1cn(-c2ccc(N3CCOCC3)nn2)c2ccccc12)Nc1ccccc1
→ 10	0.8	0.2	-43
> Cc1ccc(C)c(N2CCN(C(=O)CCCCn3c(=O)[nH]c4ccccc4c3=O)CC2)c1
→ 9	0.1	0.4	8
> COc1cccc(OCc2nc3cc(-c4cn[nH]c4C)ccc3c(=O)[nH]2)c1
→ 26	0.4	-0.9	56*
> CCN1CCN(c2nc3c(C)cccn3c(=O)c2/C=C2\SC(=S)N(C)C2=O)CC1
→ -4	0.1	-0.7	4
> Cc1nc(SCc2cccnc2)[nH]c(=O)c1C#N
→ 7	0.5	-0.4	-3
> Cc1ccc(CNC(=O)C(=O)NCCCO)cc1
→ -4	0.1	1.1	-4
> N#CC1=CN(Cc2ccccc2)C=C(Sc2ccccc2[N+](=O)[O-])C1
→ -1	0.5	-2.5	-27
> O=C(c1ccccc1)c1c[nH]c2cc3c(cc2c1=O)OCO3
→ 8	-0.1	-0.6	-7
> COc1ccc(C2C(C(=O)OCCOc3ccccc3)=C(C)NC3=C2C(=O)CC(C)(C)C3)cc1OC (stereo unspecified)
→ 8	-0.3	-0.1	-7
> CC(=O)c1nc(N2C(=O)CC(Cc3ccc(C)cc3)C2=O)sc1C (stereo unspecified)
→ -5	-0.1	-1.8	-2
> Cc1ccc2cc(C)c3nn(Cc4ccncc4)c(=O)n3c2c1C
→ -5	-0.1	1.6	-8
> Cc1cc(C)nc(CNC(=O)c2cc(COc3ccc(F)cc3Cl)on2)n1
→ -11	0.1	-0.3	-16
> NS(=O)(=O)c1ccc(N=Cc2ccccc2F)cc1
→ -1	0.1	1.9	2
> CSc1ccc(C2CC(=O)Nc3c2cc(Br)c2ccccc32)cc1 (stereo unspecified)
→ -7	0.1	-2.8	-3
> CCOC(=O)c1c(NC(=O)c2cccnc2)sc2c1CCCCC2
→ -2	-0.1	2.2	2
> COc1ccc(CCNC(=O)c2ccc(Cn3c(SCC(=O)NC4CCCCC4)nc4cc5c(cc4c3=O)OCO5)cc2)cc1OC
→ -1	-0.1	2.0	5
> CCSc1nc2sccn2c(=O)c1C(=O)NC(C)c1ccccc1 (stereo unspecified)
→ 19	-0.4	0.2	5
> COc1ccc(OC)c(/C=C2/C(=O)NN(c3ccc(C)cc3)C2=O)c1
→ 8	-0.1	2.4	6
> CN(CC(=O)O/N=C(\N)c1ccccn1)S(=O)(=O)c1cc(Cl)ccc1Cl
→ 7	-0.1	0.0	-40
> O=C(Nc1ccc(F)cc1)N[C@H]1C[C@H]2C(=O)N[C@@H](Cc3ccc(Cl)cc3)C(=O)N2C1
→ 4	-0.1	0.7	8
> COc1cccc(-c2csc3[nH]c(=S)n(-c4ccccc4)c(=O)c23)c1
→ -6	0.0	-0.5	-3
> CCN(CC(=O)NC(C)(C)C)C(=O)CN1c2cccc3cccc(c23)S1(=O)=O
→ 11	-0.1	-2.4	7
> Cc1cccc(C(=O)OCc2cccc([N+](=O)[O-])c2)c1O
→ 9	0.5	-2.0	-12
